From PubChem
GSH bead fluor: compound fluoresces at 488/530 nm on GSH beads; GSH beads flow cytometry, compound fluorescence 488/530 nm; active compounds read high; fluorescence (KMESF) at 10 µM; actives 0.25% (n = 190,000); in the data active = fluorescence above about 89;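 note: glutathione beads carrying GST-tagged Bcl family fusion proteins plus one bare bead set; values are compound well signal with DMSO vehicle wells as background; inactives centre near 16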
Avidin bead fluor: avidin bead compound fluorescence profile; Avidin beads, compound fluorescence 488/530 nm, flow cytometry; active compounds read high; fluorescence (KMESF) at 10 µM; actives 0.38% (n = 220,000); in the data active = fluorescence above about 47; note: inactives centre near 10
ABCB1 inh: human ABCB1 inhibition, ABCG2 as counter-screen. inhibition, % at 6.6 µM. P08183. AID 1326. actives 0.067% (n = 190,000). CCRF-Adr cells, JC-1 efflux, flow cytometry; in the data active = inhibition above about 40%;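 note: 0% = vehicle and 100% = reference inhibitor; higher value means more JC-1 retained so stronger ABCB1 efflux block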
Mcl1-Bid inh: Mcl-1/Bid interaction inhibition | TR-FRET Mcl-1/Bid-Dy647 peptide binding, 1536-well | inhibition, % at 21.7 µM | actives 0.97% (n = 220,000) | AID 1021;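 active = compounds that cut the binding signal by more than half at the single screening dose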;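 note: His-tagged Mcl-1 with europium anti-His antibody binding Bid BH3 peptide; 0% = Mcl-1 plus peptide wells and 100% = peptide-only wells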
Target sequence (Q07820 whole entry, looked up): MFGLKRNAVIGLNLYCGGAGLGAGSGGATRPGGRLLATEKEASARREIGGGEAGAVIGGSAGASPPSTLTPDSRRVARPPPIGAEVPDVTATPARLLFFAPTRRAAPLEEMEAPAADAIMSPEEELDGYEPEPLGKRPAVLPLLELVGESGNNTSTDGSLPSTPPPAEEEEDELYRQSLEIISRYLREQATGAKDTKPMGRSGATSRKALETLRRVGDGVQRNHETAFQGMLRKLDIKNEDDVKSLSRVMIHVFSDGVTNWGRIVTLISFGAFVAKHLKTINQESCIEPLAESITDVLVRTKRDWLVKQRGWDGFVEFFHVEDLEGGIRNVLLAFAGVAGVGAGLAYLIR
RGS7-Gao reg: human RGS7-Galphao interaction regulation | P09471 | Multiplexed bead flow cytometry, RGS7-Galphao binding; actives lie on both sides | binding response (% of control), % at 10 µM | actives 0.35% (n = 220,000) | AID 1439; in the data active = binding response below about 49% or above about 150%; inconclusive = no clear call, values can overlap the other calls; inactive = in between;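 note: fluorescent Galphao held in activated GDP-AlF4 state binding bead-coupled RGS7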
Target sequence (P09471 whole entry, looked up): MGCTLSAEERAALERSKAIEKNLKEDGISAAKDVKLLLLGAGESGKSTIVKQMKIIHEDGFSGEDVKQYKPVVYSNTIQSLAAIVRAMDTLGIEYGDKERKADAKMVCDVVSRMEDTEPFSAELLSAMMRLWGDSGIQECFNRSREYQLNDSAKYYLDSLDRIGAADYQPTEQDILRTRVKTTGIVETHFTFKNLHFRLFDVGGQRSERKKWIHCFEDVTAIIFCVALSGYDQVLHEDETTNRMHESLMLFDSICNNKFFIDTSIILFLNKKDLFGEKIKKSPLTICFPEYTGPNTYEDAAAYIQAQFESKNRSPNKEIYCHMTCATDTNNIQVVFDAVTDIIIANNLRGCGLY
RGS4-Gao reg: modulates binding of RGS4 to human Galphao | P09471 | Multiplexed bead flow cytometry; actives lie on both sides | binding response (% of control), % at 10 µM | actives 0.33% (n = 220,000) | AID 1415; in the data active = binding response below about 49% or above about 150%; inactive = in between;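 note: fluorescent Galphao activated with aluminum fluoride binding bead-coupled RGS4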
Bim-Mcl-1: human Bim-Mcl-1 interaction inhibition; AID 1009; Q07820; actives 0.1% (n = 190,000); Bead-based flow cytometry, Bim peptide-Mcl-1 binding; inhibition, % at 10 µM; in the data active = inhibition above about 40%;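 note: 0% = no compound tracer wells and 100% = peptide blocker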
Pf gametocyte: P. falciparum stage V gametocyte viability inhibition; inhibition, % at 10.9 µM; P. falciparum stage V gametocytes, ATP luminescence, 24 h; actives 0.065% (n = 150,000);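 active = inhibition above the mean plus 3 SD of compounds within the control limits, set per campaign, cut at about 38% in these data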;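 note: 0% = DMSO wells and 100% = medium only without gametocytes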
ABCG2 inh: inhibitors of human ABCG2 transporter, ABCB1 counter-screen; actives 0.1% (n = 190,000); inhibition, % at 6.6 µM; IgMXP3 cells, JC-1 efflux, flow cytometry;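 active = inhibition above 80%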;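 note: 0% = DMSO and 100% = nicardipine control wells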
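Read-out basis: Efflux inhibition in percent versus controls | Test system: ABCG2 IgMXP3 and barcoded ABCB1 CCRF-Adr cell mix | Quantity: 3 million cells/mL in well | Schedule: 10 min at 25 °C | Control set: Nicardipine as high control, DMSO as low control | Reagent: JC-1 as fluorescent efflux pump substrate | Signal: Flow cytometry of retained JC-1 fluorescence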
Mcl1-Noxa inh: disrupts binding of human Mcl-1 to Noxa peptide; actives 1.5% (n = 220,000); inhibition, % at 21.7 µM; Q07820; TR-FRET Mcl-1/Noxa peptide binding, 2 h;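 active = compounds that cut the protein-peptide binding signal by more than 50% relative to plate controls in a single-dose test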;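 note: His-tagged Mcl-1 with rhodamine Noxa BH3 peptide and terbium anti-His antibody; 0% = Mcl-1 plus Noxa peptide wells and 100% = peptide-only wells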
RGS8-Gao reg: modulates binding of RGS8 to human Galphao; P09471; response (percent of control binding), % at 10 µM; actives 0.34% (n = 220,000); multiplexed bead flow cytometry; actives lie on both sides; in the data active = response below about 60% or above about 140%; inactive = in between;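 note: Galphao activated as the GDP aluminium fluoride complex binding bead-coupled RGS8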
An asterisk follows results filed as active; ? = inconclusive; nt = not tested or not shown.

SMILES	GSH bead fluor	Avidin bead fluor	ABCB1 inh	Mcl1-Bid inh	RGS7-Gao reg	RGS4-Gao reg	Bim-Mcl-1	Pf gametocyte	ABCG2 inh	Mcl1-Noxa inh	RGS8-Gao reg
COC(=O)[C@H]1C[C@@H]1[C@H](NC(=O)c1cnccn1)c1ccccc1	17	9	0.2	-10.6	99.8	101.8	0.0	nt	2.3	10.9	100.8
O=C(/C=C/c1ccc2c(c1)OCO2)Nc1nc(-c2ccc(F)cc2F)cs1	11	14	1.2	-37.2	94.5	102.4	-1.0	nt	4.6	31.0	105.9
CC(C)OC(=O)C1C(=O)CC(C)(O)C(C(=O)OC(C)C)C1c1cccc([N+](=O)[O-])c1 (centres undefined)	12	5	0.1	-12.7	95.8	95.2	-2.0	6.6	0.1	6.8	95.7
CCc1ccc(NC(=O)Nc2ccncc2)cc1	13	10	0.0	-2.4	102.5	98.8	0.0	-4.3	6.6	10.2	101.9
CCOC(=O)c1csc(-c2ccc3c(c2)CCO3)n1	nt	8	nt	21.6	?	109.1	nt	3.3	nt	24.9	98.6
COCCCNC(=O)C1CCN(S(=O)(=O)c2c(C)noc2/C=C\c2ccc(OC)cc2)CC1	5	9	0.7	-6.2	102.0	102.4	2.0	-1.8	1.7	-17.7	101.5
CC(C)O/C(=N\S(=O)(=O)c1ccc(Cl)cc1)c1ccccc1	23	26	0.6	-22.9	98.4	99.8	-3.0	nt	15.5	4.0	98.4
COc1ccc(C(C)(C)C)cc1NC(=O)COC(=O)c1ccc([N+](=O)[O-])o1	15	9	1.3	-11.1	89.1	95.6	-3.0	-0.4	12.0	3.6	97.0
O=c1c(-c2ccccc2)[n+]([O-])c2ccccc2n1O	5	5	0.0	-20.4	106.1	105.5	1.0	16.7	0.2	5.0	104.2
CN(CC(=O)Nc1ccc(Cl)cc1)S(=O)(=O)c1cccc2cccnc12	25	4	0.6	-13.4	102.7	103.6	0.0	nt	1.2	6.4	100.1
Cc1c(S(=O)(=O)N2CCc3ccccc3C2)c(=O)n(C)c(=O)n1C	13	7	0.7	-20.5	99.2	98.9	-1.0	nt	1.1	-6.8	101.7
CCOC(=O)N1CCN(C(=O)CSc2ccc3nnc(CCNC(=O)c4ccc(OC)cc4)n3n2)CC1	25	11	-0.1	88.9*	103.7	99.3	-2.0	25.1	7.2	2.2	99.9
O=C(COC(=O)c1n[nH]c(=O)c2ccccc12)c1ccc(Cl)cc1	33	12	0.8	-0.1	91.5	92.1	-3.0	-6.9	24.1	-11.9	97.4
Cc1ccc(NC(=O)C2(S(=O)(=O)c3ccc(C)cc3)CC2)cc1	11	nt	0.6	-20.1	106.4	106.0	-5.0	nt	2.0	19.9	95.6
CC(=O)c1cc(-c2ccccc2)n(CCC(=O)NC2CCCC2)c1C	8	28	0.2	-42.8	107.2	105.6	-2.0	nt	1.6	4.9	102.8

Entries above printed as active in Mcl1-Bid inh:
smiles	GSH bead fluor	Avidin bead fluor	Mcl1-Bid inh	RGS7-Gao reg	RGS4-Gao reg	Bim-Mcl-1	Mcl1-Noxa inh	RGS8-Gao reg
CCOC(=O)N1CCN(C(=O)CSc2ccc3nnc(CCNC(=O)c4ccc(OC)cc4)n3n2)CC1	25	11	88.9*	103.7	99.3	-2.0	2.2	99.9

Results in RGS7-Gao reg and GSH bead fluor, for three of the compounds above:
Molecule	RGS7-Gao reg	GSH bead fluor
CCc1ccc(NC(=O)Nc2ccncc2)cc1	102.5	13
COC(=O)[C@H]1C[C@@H]1[C@H](NC(=O)c1cnccn1)c1ccccc1	99.8	17
CC(C)O/C(=N\S(=O)(=O)c1ccc(Cl)cc1)c1ccccc1	98.4	23

(list continues)
SMILES	GSH bead fluor	Avidin bead fluor	ABCB1 inh	Mcl1-Bid inh	RGS7-Gao reg	RGS4-Gao reg	Bim-Mcl-1	Pf gametocyte	ABCG2 inh	Mcl1-Noxa inh	RGS8-Gao reg
Cc1cccc(-c2noc(-c3ccccc3C(=O)NCC3CCCO3)n2)c1 (centres undefined)	33	15	0.8	-10.5	99.1	98.8	-2.0	22.9	2.0	9.7	100.9
N#CCC(=O)N/N=C/c1ccc(Sc2nc3ccccc3s2)o1	23	5	0.3	37.8	104.7	103.2	0.0	nt	2.0	42.1	100.0
CC(C)(C)c1cc[n+](-c2nc([O-])sc2C=O)cc1	23	7	-2.0	-8.3	96.7	92.5	-8.0	-2.3	1.8	5.0	84.8
CCSc1nc(N)nc(-c2cccs2)c1C#N	46	5	0.8	22.7	103.5	102.2	1.0	-3.0	2.4	10.1	103.0
C=CCNC(=S)NNc1ncnc2sc3c(c12)CC(C)(C)OC3	11	6	-0.3	-66.3	106.8	104.2	0.0	nt	16.9	31.2	101.4
CCCCCc1ccc(CC(=O)Nn2c(C)nc3ccccc3c2=O)cc1	27	12	0.1	11.1	104.3	103.2	-2.0	nt	0.1	6.7	99.2
O=C(CCCCn1c(=O)c2ccccc2n(CC(=O)NC2CCCC2)c1=O)NC1CCCC1	22	21	-0.2	-5.2	92.4	99.1	0.0	5.6	-0.6	9.2	100.9
Cc1cc(C)c2c(c1)/C(=N/NC(=O)c1cc(C)oc1C)CCC2	9	3	0.2	-28.2	99.3	101.3	0.0	6.6	0.2	-8.5	100.5
Cn1c(=O)c2c(nc(NCc3ccco3)n2Cc2ccccc2Cl)n(C)c1=O	24	20	1.6	-33.7	95.7	100.0	-1.0	nt	24.5	21.4	100.1
COc1ccc(CCNC(=O)/C(C#N)=C/c2ccc(OCC(=O)NCC3CCCO3)cc2)cc1OC (centres undefined)	14	12	0.8	-59.7	104.5	99.2	-1.0	18.4	4.1	-3.7	101.3
COc1ccc(C(=O)Nc2ccc(CN3CCCCC3)cc2)cc1	22	11	0.6	-6.7	101.4	106.0	2.0	nt	2.2	-3.8	102.4
O=C(O)CCCC(=O)Nc1ccc(C(=O)N2CCCCC2)c(Cl)c1	13	15	0.4	0.9	91.9	93.8	-2.0	-5.0	1.2	-2.9	90.0
COc1cc(/C=N/N2CCN(C3c4ccccc4-c4ccccc43)CC2)ccc1O	26	13	0.6	-14.8	98.2	99.9	-3.0	-2.1	4.9	11.8	96.2
O=C(NCC(c1ccc(F)cc1)N1CCOCC1)c1ccc(C(=O)c2ccccc2)cc1 (centres undefined)	nt	7	nt	-18.4	?	101.0	nt	6.0	nt	-15.1	100.1
CCC(Sc1nnc2c3ccccc3n(CC)c2n1)C(=O)Nc1sc2c(c1C#N)CCCC2 (centres undefined)	19	8	0.5	-14.7	101.7	99.6	-3.0	-18.0	1.7	-0.3	99.2

Record cards, as listed above:
COc1ccc(CCNC(=O)/C(C#N)=C/c2ccc(OCC(=O)NCC3CCCO3)cc2)cc1OC (centres undefined) across the screens: GSH bead fluor: 14; Avidin bead fluor: 12; ABCB1 inh: 0.8; Mcl1-Bid inh: -59.7; RGS7-Gao reg: 104.5; RGS4-Gao reg: 99.2; Bim-Mcl-1: -1.0; Pf gametocyte: 18.4; ABCG2 inh: 4.1; Mcl1-Noxa inh: -3.7; RGS8-Gao reg: 101.3
COc1ccc(C(=O)Nc2ccc(CN3CCCCC3)cc2)cc1 across the screens: GSH bead fluor: 22; Avidin bead fluor: 11; ABCB1 inh: 0.6; Mcl1-Bid inh: -6.7; RGS7-Gao reg: 101.4; RGS4-Gao reg: 106.0; Bim-Mcl-1: 2.0; Pf gametocyte: nt; ABCG2 inh: 2.2; Mcl1-Noxa inh: -3.8; RGS8-Gao reg: 102.4

(list continues)
SMILES	GSH bead fluor	Avidin bead fluor	ABCB1 inh	Mcl1-Bid inh	RGS7-Gao reg	RGS4-Gao reg	Bim-Mcl-1	Pf gametocyte	ABCG2 inh	Mcl1-Noxa inh	RGS8-Gao reg
O=C(Cc1cc(C(=O)O)c2ccccc2n1)Nc1ccccc1	69	8	-1.0	2.6	100.3	100.2	-1.0	-2.4	1.8	-6.3	97.6
CCOP(=O)(OCC)C(Nc1cccc([N+](=O)[O-])c1)c1ccc(OC)cc1 (centres undefined)	nt	6	nt	-0.2	?	97.3	nt	4.9	nt	-3.1	101.0
COc1ccc(C(=O)NNC2=Nc3cccc4cccc2c34)cc1	14	14	-2.7	-7.2	106.7	102.4	0.0	-23.0	-1.8	0.6	101.7
O=C(O)C1CCCN1C(=O)Nc1ccc(F)cc1 (centres undefined)	22	27	-0.5	-6.7	102.0	101.0	-5.0	1.8	-2.6	1.0	104.2
Cc1cc(N)ccc1N=Nc1c(C)n(C)n(-c2ccccc2)c1=O	6	10	1.1	-65.0	87.4	90.7	1.0	nt	8.3	17.4	88.7
CCOc1cc(C(=O)Nn2cnnc2)cc(OCC)c1OCC	19	25	0.8	-3.0	100.0	100.6	-2.0	-4.3	2.3	7.3	104.8
O=C(c1ccc(CN2CCOCC2)cc1)N1CCN(c2ccccc2)CC1	12	22	0.1	-18.8	107.8	108.2	-4.0	4.4	-0.5	9.2	106.8
COCCCNC(=O)CN(c1cc([N+](=O)[O-])ccc1OC)S(C)(=O)=O	17	7	0.7	-7.1	92.1	94.3	0.0	-5.7	2.6	-2.4	93.2
Cc1cccc(C)c1OCC(=O)NC(Cc1c[nH]c2ccccc12)C(=O)O (centres undefined)	15	12	-0.1	-28.6	103.0	103.4	0.0	30.5	-0.8	9.8	105.4
CC1=C(C(=O)OCc2ccccc2)C(c2ccco2)C2=C(CC(C)(C)CC2=O)N1 (centres undefined)	11	8	0.4	-9.5	97.5	100.8	1.0	-17.4	2.6	5.8	100.9
CC1(C)Cc2c(sc3c2c(=N)n(Cc2ccco2)c(=O)n3CC(=O)Nc2ccccc2)CO1	6	7	0.5	-25.6	89.7	90.9	-2.0	-8.4	0.5	-5.3	97.5
CN(Cc1nc(-c2ccccn2)no1)S(=O)(=O)c1ccc(Cl)cc1	32	17	0.4	-3.3	94.6	98.5	-2.0	-1.6	3.3	-8.0	101.5
O=C(CCO)c1ccc(O)cc1	20	7	0.1	-22.6	95.7	99.0	-5.0	nt	0.6	77.9*	97.5
Cc1ccc(C2C(C#N)=C(N)Oc3n[nH]c(-c4cccs4)c32)cc1 (centres undefined)	62	5	0.9	-24.2	103.2	103.7	-2.0	nt	1.4	3.0	96.9
Cc1nn(C)cc1CNC(=O)c1cccc(F)c1	13	8	0.1	-8.1	99.8	100.5	-4.0	7.6	6.6	-6.5	100.1
Cc1nc(SCC(=O)NCc2ccco2)c2oc3ccccc3c2n1	14	5	0.2	-5.4	104.5	104.8	1.0	nt	1.9	9.1	101.9

An excerpt from above in order of the GSH bead fluor value, smallest number first:
| molecule | GSH bead fluor |
| --- | --- |
| O=C(c1ccc(CN2CCOCC2)cc1)N1CCN(c2ccccc2)CC1 | 12 |
| Cc1nc(SCC(=O)NCc2ccco2)c2oc3ccccc3c2n1 | 14 |
| CCOc1cc(C(=O)Nn2cnnc2)cc(OCC)c1OCC | 19 |
| O=C(O)C1CCCN1C(=O)Nc1ccc(F)cc1 (centres undefined) | 22 |

The order is random. Share with any hit: about 3.3%.
